Screens (PubChem BioAssay)
RGS4 pot: potentiators or activators of RGS4. HEK293 M3R/inducible RGS4, carbachol calcium flux Fluo4; hits give low values. B-score at 10 µM. AID 463111. 310,000 compounds, 0.92% hits;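 active = B-score of the integrated calcium signal more than 4 SD below the library mean, with starting fluorescence not abnormally high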;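 also: negative B-score means reduced calcium response which marks RGS4 activation or potentiation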
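System – HEK293 FlpIn-TREx cells, stable M3R, doxycycline-inducible RGS4 · Reagent – ECmax carbachol challenge · Times – compound preincubation 20 min at room temperature before agonist · Technique – Fluo4 fluorescence kinetic imaging of calcium · Measure – B score of integrated Fluo4 ratio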
hERG rescue: compounds protecting human hERG from proarrhythmic drug block. Q12809. CHO-hERG, FluxOR thallium flux, dofetilide IC70 present. activation (rescue from dofetilide block), less the hit threshold, % at 10 µM. 310,000 compounds, 0.51% hits. AID 1511;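 active = activation above the mean of controls blocked by dofetilide plus 5 SD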;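 also: thallium influx through hERG after potassium depolarization seen as dye fluorescence rise; in these data hits start at about 4.7%; inactives centre near -7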
GSK3B inh: blocks human GSK3beta kinase activity; P49841; GST-GSK3beta kinase, ADP-Glo luminescence, 60 min; hits give low values; activity score (negative = inhibition), % at 10 µM; 300,000 compounds, 0.038% hits; AID 2097;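 active = more than half of replicate wells score below -50%, meaning over 50% inhibition versus plate controls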;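 also: 0% = median DMSO wells and -100% = median GW8510 positive control wells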
Target sequence (P49841 whole entry, looked up): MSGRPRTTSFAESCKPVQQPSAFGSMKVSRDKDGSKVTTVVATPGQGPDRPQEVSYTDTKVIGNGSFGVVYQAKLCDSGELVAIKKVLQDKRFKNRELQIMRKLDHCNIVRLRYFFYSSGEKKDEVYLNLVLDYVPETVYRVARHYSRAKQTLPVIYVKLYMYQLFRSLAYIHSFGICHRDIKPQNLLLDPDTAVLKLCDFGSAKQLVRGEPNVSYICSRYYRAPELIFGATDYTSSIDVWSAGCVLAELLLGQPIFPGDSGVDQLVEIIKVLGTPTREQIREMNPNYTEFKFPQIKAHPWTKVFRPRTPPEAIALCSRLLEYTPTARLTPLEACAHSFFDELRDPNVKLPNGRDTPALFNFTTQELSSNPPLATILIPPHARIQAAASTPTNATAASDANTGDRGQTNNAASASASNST
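test system = GST-tagged human GSK3beta kinase, cell-free | reagent = 25 µM ATP with peptide substrate | dosing = one dose of 10 µM per compound | schedule = 60 min reaction, RT | detection = luminescent ADP-Glo measurement of ADP formed | control set = DMSO neutral wells and GW8510 at 20 µM as positive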
KCNK3 block: human KCNK3 channel inhibition, primary screen; O14649; CHO-KCNK3 thallium flux, FluxOR fluorescence; hits give low values; B-score at 10 µM; 340,000 compounds, 0.84% hits; AID 602410;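 active = B-score under library mean minus 4 SD, starting fluorescence ratio at most library mean plus 5 SD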;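 also: more negative B-score means stronger inhibition of thallium flux through KCNK3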
DYRK1A inh: Dyrk1A (rat) kinase inhibition; ADP-Glo luminescence, NFATc1 peptide; inhibition, % at 12.5 µM; 310,000 compounds, 0.43% hits; in the data active = inhibition above about 50%;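 also: plate controls were vehicle with enzyme for no effect and no enzyme for full effect; many of its hits are not listed in these tables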
KCNQ1 inh: blocks the human KCNQ1 potassium channel; 310,000 compounds, 1.3% hits; P51787; B-score at 10 µM; CHO-K1 KCNQ1, FluxOR thallium flux fluorescence; hits give high values;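 active = compounds whose thallium flux B-score, printed positive for inhibition, exceeds three library SD while starting fluorescence stays within three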;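 also: channel opened by potassium depolarization with thallium stimulus after 20 min compound exposure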
PolyA inh: blocks polyadenylation in yeast reporter cells | S. cerevisiae SKY197-pL101 polyadenylation reporter, beta-gal luminescence; efflux-impaired pdr1/pdr3 knockout yeast; score 100 = 6 SD above DMSO | calls only at 12 µM | 300,000 compounds, 0.02% hits;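 active = lowest replicate activity score at least 50, where 100 means six control SD above control mean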;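 also: yeast exposed to compound for 9 h at 30 °C; higher score means more reporter readthrough which indicates perturbed polyadenylation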
RGS4 block: human RGS4 inhibition; 310,000 compounds, 0.45% hits; B-score at 10 µM; AID 463165; HEK293 M3R/RGS4 inducible, Fluo-4 calcium flux; hits give high values; triggered by carbachol at its EC20; P49798;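 active = B-score, a plate-corrected calcium signal, over three deviations above library mean, with baseline fluorescence within five deviations of library mean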;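 also: RGS4 expression induced by doxycycline in cells with stable M3 receptor; B-score is computed from the integrated fluorescence ratio over baseline after carbachol; higher B-score means a larger calcium signal and so more RGS4 inhibition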
Target sequence (P49798 whole entry, looked up): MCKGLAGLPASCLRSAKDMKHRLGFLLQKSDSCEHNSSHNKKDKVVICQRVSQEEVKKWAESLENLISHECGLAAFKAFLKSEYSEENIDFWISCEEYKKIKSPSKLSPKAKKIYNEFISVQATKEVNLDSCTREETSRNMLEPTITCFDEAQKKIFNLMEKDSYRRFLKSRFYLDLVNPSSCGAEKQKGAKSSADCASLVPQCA
GSK3 alpha inh: blocks human GSK-3 alpha kinase. P49840. ADP-Glo luminescence, 60 min. inhibition, % at 10 µM. 320,000 compounds, 0.1% hits. AID 2650;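 in the data active = inhibition above about 50%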;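 also: GST-tagged GSK-3 alpha with peptide substrate and 25 µM ATP; 0% = DMSO neutral wells and 100% = GW8510 positive control wells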
KCNK9 inh: blocks the human KCNK9 two-pore domain potassium channel; Q9NPC2; HEK293 KCNK9, FluxOR thallium flux fluorescence; hits give low values; B-score at 10 µM; 310,000 compounds, 1.2% hits;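 active = ratio B-score over 3 SD below the library mean, with starting fluorescence within 5 SD of its mean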;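 also: negative B-score means less thallium flux so channel inhibition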
Target sequence (Q9NPC2 whole entry, looked up, the tested form may be a part): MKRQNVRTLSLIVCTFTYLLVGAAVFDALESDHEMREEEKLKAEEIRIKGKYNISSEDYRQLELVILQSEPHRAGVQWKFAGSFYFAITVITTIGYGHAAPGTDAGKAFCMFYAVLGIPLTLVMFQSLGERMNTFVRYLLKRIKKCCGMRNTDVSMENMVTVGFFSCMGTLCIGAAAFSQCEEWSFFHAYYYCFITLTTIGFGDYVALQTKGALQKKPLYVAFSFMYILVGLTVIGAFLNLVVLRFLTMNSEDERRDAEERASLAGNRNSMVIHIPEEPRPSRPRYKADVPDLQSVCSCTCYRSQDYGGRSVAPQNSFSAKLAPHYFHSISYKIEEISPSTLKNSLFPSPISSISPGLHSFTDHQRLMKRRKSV
KCNQ1 act: potentiates or activates the human KCNQ1 potassium channel | P51787 | 310,000 compounds, 0.35% hits | B-score at 10 µM | CHO-K1 KCNQ1, thallium flux FluxOR fluorescence; hits give high values;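 active = fluorescence ratio B-score, a plate-corrected score, at least three library SD, with initial intensity B-score within 5 SD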
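Assay system: stable KCNQ1 CHO-K1 line; medium: assay buffer, equal DMSO in all wells; timing: 90 min dye loading and 20 min compound exposure, both at room temperature; technique: kinetic FluxOR thallium fluorescence, 10-s 1-Hz baseline, 110-s post-stimulus read; read-out basis: B score of baseline-normalized fluorescence ratio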
Starred values were filed as active, the others as inactive; i = inactive; · = not tested or not shown. A portion of the library, so the mix of outcomes need not match the whole.

Fields – RGS4 pot	hERG rescue	GSK3B inh	KCNK3 block	DYRK1A inh	KCNQ1 inh	PolyA inh	RGS4 block	GSK3 alpha inh	KCNK9 inh	KCNQ1 act
> CCOC(=O)c1c(C)[nH]c(C(=O)CN2CCOCC2)c1C
 : i	-7	-1	i	22	i	i	i	-2	i	i
> CC(C)CNC(=O)CN1C(=O)NC2(CCCc3ccccc32)C1=O (stereo not drawn)
 : i	-7	3	i	-4	i	i	i	-2	i	i
> O=C(NCc1ccco1)c1cccs1
 : i	-2	5	i	3	i	i	i	1	i	i
> Cc1cc(OCCN2CCC(Cc3ccccc3)CC2)ccc1[N+](=O)[O-]
 : -8*	-13	0	i	5	i	i	i	4	i	i
> CC(C)(C)OC(=O)NN1CC(=O)N2[C@@H](Cc3c([nH]c4ccccc34)C2(C)C)C1=O
 : i	-4	0	i	5	i	i	i	0	i	i
> O=C(O)CC/C(=N\Nc1ccc(Cl)cc1)c1cccs1
 : i	-5	-2	i	8	i	i	i	-3	i	i
> CCC1CCCCN1C(=O)C(=O)c1cn(CC(=O)N(CC)CC)c2ccccc12 (stereo not drawn)
 : i	-9	0	i	6	i	i	i	-3	i	i
> CCCc1cc(C(=O)N(C2CCCCC2)C2CCCCC2)no1
 : i	-20	-1	i	-3	i	i	i	0	i	i
> O=C(CSC1CC(=O)N(CC(c2ccccc2)c2ccccc2)C1=O)Nc1ccc(Cl)cc1 (stereo not drawn)
 : i	-10	2	i	3	i	i	i	0	i	i
> COC(=O)C1CCCN1C(=O)C12CC3CC(CC(C3)C1)C2 (stereo not drawn)
 : i	-8	0	i	7	i	i	i	3	i	i
> Cc1nn(CC(=O)Nc2ccc3c(c2)nc(CN2CCCC2)n3C)c(=O)c2ccccc12
 : i	1	7	i	-34	i	i	i	1	i	i
> O=C(NCCc1ccc(Cl)cc1)c1cccnc1
 : i	-14	-2	i	1	i	i	i	·	i	i
> CC(=O)c1ccc(NC(=O)C(C)N2CCN(C/C=C/c3ccccc3)CC2)cc1 (stereo not drawn)
 : i	-3	2	i	1	i	i	i	1	i	i
> CC(=O)Nc1ccc(-n2nnnc2SCC(=O)N2CCN(C(=O)c3ccco3)CC2)cc1
 : i	-10	3	i	-1	i	i	i	-5	i	i
> O=C(CN1CCCCCC1)N/N=C/c1cccc(Cl)c1
 : i	-2	-4	i	-8	i	i	i	2	i	i
> CC1CCN(S(=O)(=O)c2ccc(NC(=O)CN3CCOCC3)cc2)CC1
 : i	-1	-2	i	2	i	i	i	0	i	i
> O=C(Nc1ccccc1-c1nc2ccccc2[nH]1)c1ccc(N2C(=O)CCC2=O)cc1
 : i	-3	0	i	0	i	i	i	0	i	i
> COC(=O)c1ccc(N2CCN(C(C)=O)CC2)c(NC(=O)c2cccnc2)c1
 : i	-3	-3	i	-3	i	i	i	-10	i	i
> CCOC(=O)c1cc2occc2n1CC(=O)NC1CCC(C)CC1 (stereo not drawn)
 : i	-9	3	i	-6	i	i	i	-1	i	i
> OCC[C@@H]1C[C@@H](O)[C@H](O)[C@]2(CCc3ccccc3CO2)O1
 : i	-9	-5	i	8	i	i	i	-1	i	i

Profiles, quoted from the list:
Shown for CCOC(=O)c1c(C)[nH]c(C(=O)CN2CCOCC2)c1C → RGS4 pot = i; hERG rescue = -7; GSK3B inh = -1; KCNK3 block = i; DYRK1A inh = 22; KCNQ1 inh = i; PolyA inh = i; RGS4 block = i; GSK3 alpha inh = -2; KCNK9 inh = i; KCNQ1 act = i
Shown for CC(C)CNC(=O)CN1C(=O)NC2(CCCc3ccccc32)C1=O (stereo not drawn) → RGS4 pot = i; hERG rescue = -7; GSK3B inh = 3; KCNK3 block = i; DYRK1A inh = -4; KCNQ1 inh = i; PolyA inh = i; RGS4 block = i; GSK3 alpha inh = -2; KCNK9 inh = i; KCNQ1 act = i
Shown for CC(C)(C)OC(=O)NN1CC(=O)N2[C@@H](Cc3c([nH]c4ccccc34)C2(C)C)C1=O → RGS4 pot = i; hERG rescue = -4; GSK3B inh = 0; KCNK3 block = i; DYRK1A inh = 5; KCNQ1 inh = i; PolyA inh = i; RGS4 block = i; GSK3 alpha inh = 0; KCNK9 inh = i; KCNQ1 act = i

(listing goes on)
Fields – RGS4 pot	hERG rescue	GSK3B inh	KCNK3 block	DYRK1A inh	KCNQ1 inh	PolyA inh	RGS4 block	GSK3 alpha inh	KCNK9 inh	KCNQ1 act
> CCN(CC(=O)NCc1cccs1)C(=O)c1ccc(OC)c(OC)c1
 : i	-4	1	i	5	i	i	i	0	i	i
> S=C(NCCc1ccncc1)Nc1cccc2ccccc12
 : i	-6	0	i	8	i	i	i	1	i	i
> COC(=O)C1=C(C(=O)OC)[C@@H]2Nc3ccccc3[C@@]23C[C@@H](C(=O)OC)N(C(=O)C2CCC2)C3=N1
 : i	-3	-2	i	1	i	i	i	-16	i	i
> CCn1c(SCC(=O)NNC(=O)c2ccc(C)cc2)nnc1-c1ccco1
 : i	1	-3	i	-2	i	i	i	-1	i	i
> Cn1c(SCc2ccccc2)nc(N)c(N=O)c1=O
 : i	-9	-1	i	·	i	i	i	-1	i	i
> CN1CCN(C(=O)/C=C/c2ccc(Cl)c(Cl)c2)CC1
 : i	-5	1	i	-6	i	i	i	0	i	i
> CCc1ccccc1N(CC)C(=O)CCc1nc(-c2ccc(C)cc2)no1
 : i	-9	4	i	0	i	i	i	-4	i	i
> COC(=O)c1cccc(NC(=O)c2cc3sccc3n2C)c1
 : i	-8	-8	i	3	i	i	i	0	i	i
> COc1ccc2c(c1)c(C(O)CN1CCN(Cc3ccc4c(c3)OCO4)CC1)c(C)n2C (stereo not drawn)
 : i	-5	2	i	5	i	i	i	0	i	i
> CCOC(=O)Cc1csc(NC(=O)c2ccc(S(=O)(=O)N3CCOCC3)cc2)n1
 : i	-4	0	i	0	i	i	i	10	i	i
> c1cnc(NCCNc2ncccn2)nc1
 : i	-4	-5	i	-2	i	i	i	·	i	i
> CCc1ccccc1Nc1nc(N)nc(CSCC(=O)c2cc(C)n(C)c2C)n1
 : i	-9	·	i	-4	i	i	i	0	i	i
> O=C(Nc1nnc(SCC(=O)N2CCCc3ccccc32)s1)c1cccc2ccccc12
 : i	-9	-4	i	-4	i	i	i	4	i	i
> CN1CCN(S(=O)(=O)c2ccc(N3CCN(S(=O)(=O)/C=C/c4ccccc4)CC3)nc2)CC1
 : i	-14	0	i	6	i	i	i	-15	i	i
> Cc1nnc2ccc(N3CCN(C(=O)c4ccccc4)CC3)nn12
 : i	-9	0	i	12	i	i	i	-1	i	i
> c1ccc(-n2ncc3cccnc32)cc1
 : i	-5	1	i	5	i	i	i	0	i	i
> CCOC(=O)c1c(NC(N)=O)sc(C)c1C
 : i	-18	0	i	26	i	i	i	2	i	i
> COc1cc(CC(=O)NC2CCCc3ccccc32)cc(OC)c1OC (stereo not drawn)
 : i	-6	3	i	-3	i	i	i	1	i	i
> CCn1c(SCC(=O)NCCc2ccccc2)nnc1-c1ccco1
 : i	-6	-5	i	1	i	i	i	-1	i	i
> O=C(NC1CCCCC1)Nn1c(-c2ccccc2)nc2ccccc2c1=O
 : i	-7	7	i	-5	i	i	i	·	i	i
> Cc1noc(C)c1CSc1nc2ccccc2s1
 : i	-17	0	i	10	i	i	i	5	i	i
> Cn1c(COc2ccc3ccccc3c2)nnc1SCC(=O)OC1CCCCC1
 : i	-12	5	i	1	i	i	i	-4	i	i
> CC(C)(C)C1CCC2(CC1)NC(CO)(CO)CO2 (stereo not drawn)
 : i	-8	1	i	8	i	i	i	1	i	i
> O=c1onc(-c2c(F)cccc2F)n1-c1ccccc1Cl
 : i	-4	2	i	-5	i	i	i	1	i	i
> CC(OC(=O)CN1C(=O)C2CC=CCC2C1=O)C(=O)Nc1ccc(F)cc1Cl (stereo not drawn)
 : i	-5	-4	i	-2	i	i	i	0	i	i
> CSc1nc(C)cc(C)c1S(=O)(=O)c1ccccc1C
 : i	-6	3	i	-4	i	i	i	-1	i	i
> COC(=O)c1nn(-c2cccc(C)c2)c2nnc(Cc3ccc(C)cc3)c(=O)n12
 : i	-8	4	i	-4	i	i	i	1	i	i
> COc1cccc(NC(=O)NC2CCN(CC(=O)Nc3ccccc3[N+](=O)[O-])CC2)c1
 : i	-4	0	i	24	i	i	i	0	i	i
> COc1ccc(-c2noc(CCC(=O)NCCN3CCN(c4ccccc4F)CC3)n2)cc1
 : i	-7	1	i	7	i	i	i	1	i	i
> Cc1ccc(NC(=O)CN(c2ccccc2)S(=O)(=O)N(C)C)cc1C
 : i	-6	2	i	-6	i	·	i	0	i	i
> COc1ccccc1C(=O)Nc1c[nH]c(=O)[nH]c1=O
 : i	2	0	i	18	i	i	i	-1	i	i
> CCCCOc1ccc(C(=O)C(CN2CCOCC2)c2ccccc2)cc1 (stereo not drawn)
 : i	-11	0	i	2	i	i	i	1	i	i
> C=C(C)Cn1c(C2CC(=O)N(c3ccccc3F)C2)nc2ccccc21 (stereo not drawn)
 : i	-21	0	i	-2	i	i	i	-2	i	i
> CCN1C(=O)c2ccccc2S(=O)c2ccc(C(=O)NCc3ccccn3)cc21 (stereo not drawn)
 : i	-11	3	i	-2	i	i	i	2	i	i
> Cn1c(C(F)(F)F)nc2c(=O)oc3ccccc3c21
 : i	-4	1	i	-2	i	i	i	0	i	i
> CC(C)(C)C1C=C(Sc2ccccc2)C(=O)O1 (stereo not drawn)
 : i	-5	0	i	0	i	i	i	-3	i	i
> CCC(O)(CC)C(=O)N=Nc1c(O)[nH]c2ccccc12
 : i	-6	-4	i	·	i	i	i	-2	i	i
> O=C(NNC(=O)c1sccc1-n1cccc1)c1ccccc1
 : i	-3	17	i	3	i	i	i	4	i	i
> S=C(NCc1ccco1)NCc1ccccc1Cl
 : i	-7	0	i	5	i	i	i	-2	i	i
> Cc1nc2sc(C(c3ccco3)N3CCN(c4ccccc4F)CC3)c(O)n2n1 (stereo not drawn)
 : i	-4	1	i	1	i	i	i	-2	i	i
> CC(C)NC(=O)c1ccccc1NC(=O)CCc1ccccc1
 : i	-16	0	i	-2	i	i	i	-3	i	i
